# HIF act = HIF pathway transcriptional activators, primary screen, cell-based, U2OS HRE-luciferase, luminescence; U2OS HRE-luciferase reporter; normalized: DMSO 0%, desferrioxamine 100%; activation, % at 7.5 µM (by protocol); 300,000 compounds, 0.32% hits; AID 1910, 2009;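 active = mean activation of at least 10% of the iron chelator positive control signal, with at least half of replicates also reaching 10%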
# TRPC6 activator = mouse TRPC6 channel activators, primary screen, cell-based, HEK293, membrane potential dye; Short transient receptor potential channel 6 (Mus musculus), Q61143; HEK293-TRPC6 membrane potential dye fluorescence; hits give high values; B-score at 10 µM; 310,000 compounds, 0.13% hits; AID 2550, 2010;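 active = B-score of the integrated fluorescence ratio above library mean plus 3 SD, and starting fluorescence ratio within library mean plus 5 SD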;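 note: higher score means more depolarization so channel activation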
# AI-2 QS modul = Vibrio harveyi AI-2 quorum sensing modulators, primary screen, JMH597 strain, luminescence/OD600 ratio; AID 2094, 2009; Vibrio harveyi JMH597 AI-2 luminescence/OD600 ratio, 9 h; hits give low values; strain lacks LuxN and CqsS sensors; 0 = neutral-control median; activity change, % at 7.5 µM; 300,000 compounds, 0.4% hits; in the data active = activity change below about -75%, passing the limit was not always enough;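 note: luminescence divided by OD600 gain over 9 h not by final OD600 alone; inactives centre near 13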
# MrgX1 PAM = positive allosteric modulators of MrgX1, primary screen, HEK293 cells, Fluo-4 calcium flux; Mas-related G-protein coupled receptor member X1 (Homo sapiens), Q96LB2; FDSS; hits give high values; B-score at 10 µM; 310,000 compounds, 0.63% hits; AID 588675, 2011;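 active = plate-corrected calcium response at least 3 library SD above typical, normal starting fluorescence, not activating the receptor alone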;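 note: compound read alongside a low EC10 to EC30 dose of BAM8-22 agonist; peak minus trough fluorescence over baseline measured at the second addition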
# TRPC4 PAM = positive allosteric modulators of TRPC4, primary screen, cell-based, mouse TRPC4beta, HEK293 mu-opioid, Fluo-4 calcium; DAMGO EC20, Fluo-4 Ca2+ flux; hits give high values; B-score at 10 µM; 310,000 compounds, 0.42% hits;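 active = B-score of calcium response area above 5 SD of library B-scores, with initial fluorescence ratio within 5 SD of library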;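 note: B-score of integrated fluorescence ratio over time as area under calcium response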
# Target sequence (Q9QUQ5 whole entry, looked up): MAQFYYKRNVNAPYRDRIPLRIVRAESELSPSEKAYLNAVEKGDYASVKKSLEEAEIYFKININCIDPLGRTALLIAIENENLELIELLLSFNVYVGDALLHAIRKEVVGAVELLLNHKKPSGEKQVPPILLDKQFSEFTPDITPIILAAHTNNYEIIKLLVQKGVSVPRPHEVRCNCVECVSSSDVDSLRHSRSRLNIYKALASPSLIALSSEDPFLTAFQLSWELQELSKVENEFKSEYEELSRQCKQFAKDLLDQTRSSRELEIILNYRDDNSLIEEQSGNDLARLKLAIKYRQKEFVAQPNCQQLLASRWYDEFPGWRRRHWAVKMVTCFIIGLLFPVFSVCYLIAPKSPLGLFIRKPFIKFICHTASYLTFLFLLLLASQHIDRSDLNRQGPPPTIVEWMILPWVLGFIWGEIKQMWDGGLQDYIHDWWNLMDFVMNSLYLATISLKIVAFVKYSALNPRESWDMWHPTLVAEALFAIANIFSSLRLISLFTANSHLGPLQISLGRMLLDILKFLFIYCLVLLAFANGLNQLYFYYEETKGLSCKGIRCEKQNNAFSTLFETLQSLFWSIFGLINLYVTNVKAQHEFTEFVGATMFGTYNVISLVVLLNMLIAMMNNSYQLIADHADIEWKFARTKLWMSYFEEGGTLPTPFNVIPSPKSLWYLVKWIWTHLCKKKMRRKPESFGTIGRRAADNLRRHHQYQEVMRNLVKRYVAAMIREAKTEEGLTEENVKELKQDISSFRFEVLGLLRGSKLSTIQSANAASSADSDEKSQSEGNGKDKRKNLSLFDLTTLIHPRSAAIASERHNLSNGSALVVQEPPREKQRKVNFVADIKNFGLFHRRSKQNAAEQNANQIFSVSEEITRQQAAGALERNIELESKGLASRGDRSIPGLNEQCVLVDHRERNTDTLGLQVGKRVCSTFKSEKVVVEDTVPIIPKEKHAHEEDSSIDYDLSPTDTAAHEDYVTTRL
# MrgX1 antag = antagonists of human MrgX1 receptor, primary screen, HEK293 cells, Fluo-4 calcium flux; Mas-related G-protein coupled receptor member X1 (Homo sapiens), Q96LB2; BAM8-22 antagonism; hits give low values; B-score at 10 µM; 310,000 compounds, 1.3% hits; AID 588676, 2011;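 active = calcium-response B-score plate-corrected more than 3 library SD below zero, starting fluorescence within 5 deviations, no agonist response on first addition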;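 note: peak minus trough fluorescence over baseline after final BAM8-22 challenge near maximal dose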
# TRPC4 act = activators of mouse TRPC4 channel, primary screen, Fluo4 calcium, HEK293 TRPC4beta/mu-opioid cells; Fluo4 calcium fluorescence; hits give high values; B-score at 10 µM; 310,000 compounds, 0.49% hits;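 active = B-score above 5 SD of library B-scores, and initial fluorescence ratio not above library mean plus 5 SD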;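 note: positive B-score marks a calcium rise read as TRPC4 activation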
#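 Material: TRPC4beta and mu-opioid receptor HEK293 stable cells | Incubation: 45 min room-temperature Fluo4 loading, 110 s read | Detection: Kinetic Fluo4 calcium fluorescence | Measure: Integrated baseline-normalised fluorescence ratio, converted to per-well B score | Benchmarks: Low control buffer alone, high control maximal DAMGO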
# TRPC6 inhibitor = mouse TRPC6 channel inhibitors, primary screen, cell-based, HEK293, membrane potential dye | Short transient receptor potential channel 6 (Mus musculus), Q61143 | ACh-evoked depolarization; hits give low values | B-score at 10 µM | 310,000 compounds, 1.1% hits | AID 2553, 2010;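 active = B-score under library mean minus 3 SD, initial fluorescence not abnormally high, positive integrated signal ratio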;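 note: B-score derived from integrated fluorescence ratio over the kinetic read; more negative B-score means stronger inhibition of depolarization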
# MrgX1 ag = agonists of human MrgX1 receptor, primary screen, HEK293 cells, Fluo-4 calcium flux; Mas-related G-protein coupled receptor member X1 (Homo sapiens), Q96LB2; Fluo-4 calcium fluorescence, agonist mode; hits give high values; B-score at 10 µM; 310,000 compounds, 0.44% hits;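 active = calcium response B-score plate-corrected fluorescence ratio at least 3 library SD, with starting fluorescence B-score inside 5 SD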
#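 Material: HEK293 cells stably expressing human MrgX1 receptor | Quantity: 15,000 cells per well | Times: Cells plated overnight, dye loaded 0.5 h 37 °C, 0.5 h room temperature | Measured by: Kinetic Fluo-4 NW fluorescence of intracellular calcium | Control set: Positive and negative controls per plate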
# PolyA inh = polyadenylation inhibitors in yeast reporter cells, primary screen, luminescence, S. cerevisiae | S. cerevisiae SKY197-pL101 polyadenylation reporter, beta-gal luminescence; efflux-impaired pdr1/pdr3 knockout yeast; score 100 = 6 SD above DMSO | calls only at 12 µM | 300,000 compounds, 0.02% hits | AID 1875, 2009;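 active = lowest replicate activity score at least 50, where 100 means six control SD above control mean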;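 note: yeast exposed to compound for 9 h at 30 °C; higher score means more reporter readthrough which indicates perturbed polyadenylation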
# TRPC4 inh = inhibitors of mouse TRPC4 channel, primary screen, Fluo4 calcium, HEK293 TRPC4beta/mu-opioid cells | Short transient receptor potential channel 4 (Mus musculus), Q9QUQ5 | DAMGO-evoked Fluo4 calcium flux; hits give low values | B-score at 10 µM | 300,000 compounds, 0.39% hits;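 active = B-score over 3 SD under the library average, no early fluorescence shift, positive overall ratio signal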
#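 System: stable TRPC4beta/mu-opioid receptor HEK293 cells; Dosing: single-point compound dosing; Measured by: Fluo4 Ca2+ flux fluorescence; Read-out basis: per-well B score of integrated baseline-normalized Fluo4 ratio.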
# * = called active by the depositor; i = inactive; · = no result given. Not all compounds are listed; rates above refer to the full screens.
structure,PolyA inh,TRPC4 PAM,TRPC4 inh,TRPC6 activator,MrgX1 PAM,MrgX1 ag,MrgX1 antag,TRPC4 act,TRPC6 inhibitor,AI-2 QS modul,HIF act
CCCOc1ccc(/C=C/C(=O)O)cc1OC,i,i,i,i,i,i,i,i,i,22,-0.4
CCOC(=O)c1ccc(NC(=O)c2ccccc2N(C)S(=O)(=O)c2ccccc2)cc1,i,i,i,i,i,i,i,i,i,18,-0.8
Cc1cccc(C)c1NC(=O)COC(=O)c1ccc(N2CCCC2)c([N+](=O)[O-])c1,i,i,i,i,i,i,i,i,i,27,0.2
CN(C)C(=O)CCCc1nc(-c2ccc(Cl)cc2)no1,i,i,·,i,i,i,i,i,i,6,2.7
Cc1ccc(C)c(N2CCN(C(=O)Cn3c(=O)oc4cc(S(=O)(=O)N5CCCC5)ccc43)CC2)c1,i,i,i,i,i,i,i,i,i,17,0.0
C=CCn1c(CNC(=O)c2ccco2)nnc1SCC(=O)c1ccc(OC)cc1,i,i,i,i,i,i,i,i,i,34,-0.7
CSc1nc(C)nc(C2CC2)c1C#N,i,i,i,i,i,i,i,i,i,20,-0.4
CCc1cc(=O)oc2cc(C)cc(OCC(=O)NCCc3c[nH]c4ccccc34)c12,i,i,i,i,i,i,i,i,i,18,0.0
Cc1ccc(CO/N=C/C2=C(Cl)c3ccccc3CC2)cc1,i,i,i,i,i,i,i,i,i,21,0.1
CCOC(=O)c1c(NC(=O)C2CCCN(S(=O)(=O)c3ccccc3)C2)sc2c1CCCC2 (stereo not given),i,i,i,i,i,i,i,i,i,19,-0.8
Cc1nonc1NC(=O)CSc1nc(CCC2CCCC2)nc2ccccc12,i,i,i,i,i,i,i,i,i,22,-0.5
COc1nn(CC(=O)N2N=C(C)CC2(O)C(F)(F)F)cc1[N+](=O)[O-] (stereo not given),i,i,i,i,i,i,i,i,i,29,-0.3
Cn1cccc1CC(=O)N/N=C/c1cc([N+](=O)[O-])ccc1Cl,i,i,i,i,i,i,i,i,i,15,0.1
COc1ccc(-c2nnc(NC(=O)c3ccc4c(c3)OCCO4)o2)cc1,i,i,i,i,i,i,i,i,i,6,-1.8
CC(C)(CO)NC(=O)c1ccc2nc(Cc3cccc(Cl)c3)oc2c1,i,i,i,i,i,i,i,i,i,25,4.0
COCCN(C(=O)CSc1nnc(-c2cccc(OC)c2)n1C)c1c(N)n(Cc2ccccc2)c(=O)[nH]c1=O,i,i,i,i,i,i,i,i,i,12,-0.4
Cc1ccc(/C=C2/Sc3ccc(C(=O)NCCN4CCOCC4)cc3NC2=O)cc1,i,i,i,i,i,i,i,i,i,-9,-0.2
Cc1nc2c(-c3ccc(F)cc3)c(C)nn2c(C)c1CCC(=O)Nc1ccccc1F,i,i,i,i,i,i,i,i,i,38,-0.5
COc1ccc(C2=NS(=O)(=O)N(C)C(C(=O)Nc3ccc(C(C)=O)cc3)=C2)cc1OC,i,i,i,i,i,i,i,i,i,19,-0.5
Nc1nonc1-n1nnc(C(=O)N/N=C/c2cccc(Cl)c2)c1CN1CCCC1,i,i,i,i,i,i,i,i,i,11,0.0
CCOC(=O)N1CCN(C(=O)/C=C/c2ccc3c(c2)OCO3)CC1,i,i,i,i,i,i,i,i,i,5,0.0
C=CCOc1ccc(/C=N/NC(C)=O)cc1OCC,i,i,i,i,i,i,i,i,i,9,-0.1
COc1cc(C(=O)NC(C)c2cccc3ccccc23)cc(OC)c1OC (stereo not given),i,i,i,i,i,i,i,i,i,12,-1.2
COc1nc(-c2ccccc2)cc(-c2ccccc2)n1,i,i,i,i,i,i,i,i,i,3,-0.2
COc1ccccc1C(=O)n1nc(-c2ccccc2)nc1NCc1ccco1,i,i,i,i,i,i,i,i,i,9,1.2
COC(=O)c1ccc(OC(=O)c2cccnc2)cc1,i,i,i,i,i,i,i,i,i,32,-0.3
CCCCCc1ccc(C(=O)CCCC)c(=S)[nH]1,i,i,i,i,i,i,i,i,i,31,0.2
NC1=NC2(CCCCCC2)n2c(nc3ccccc32)N1,i,i,i,i,i,i,i,i,i,20,-0.4
COc1cc(OC)c(OC)cc1/C=N/NC(=O)c1ccc(CSc2nc(C)cc(C)n2)cc1,i,i,i,i,i,i,i,i,i,22,-0.1
COc1ccc(-n2ncc3c2CC(C)(C)CC3NC(=O)c2oc(C)cc2C)cc1 (stereo not given),i,i,i,i,i,i,i,i,i,·,0.4
Cc1ccc(C)c(N2CCN(S(=O)(=O)c3ccc4c(c3)OCCO4)CC2)c1,i,i,i,i,i,i,i,i,i,7,-0.1
COc1ccc(C(=O)NC(=S)Nc2ccccc2[N+](=O)[O-])cc1OC,i,i,i,i,i,i,i,i,i,13,0.0
CC1CC(C)CN(c2ncnc3c2cnn3-c2ccc(Cl)cc2)C1 (stereo not given),i,i,i,i,i,i,i,i,i,24,1.4
COc1cc(/C=C/C(=O)OCC(=O)NC(=O)NC(C)C)cc(S(=O)(=O)N2CCc3ccccc32)c1OC,i,i,i,i,i,i,i,i,i,9,5.1
N#Cc1ccc(OCC(=O)N2CCN(S(=O)(=O)c3cccs3)CC2)cc1,i,i,i,i,i,i,i,i,i,32,0.0
Cc1ccc(-c2csc(NC(=S)NC(=O)c3cc4ccccc4o3)n2)cc1,i,i,i,i,i,i,i,i,i,13,1.4
N#Cc1c(F)cccc1NCCCn1ccnc1,i,i,i,i,i,i,i,i,i,9,0.9
CC(C)CC(COCc1ccc([N+](=O)[O-])cc1)N1CCN(C(=O)c2ccc(C(F)(F)F)cc2)CCC1=O (stereo not given),i,i,i,i,i,i,i,i,i,15,-1.6
CCCCn1c(N)c(N(CC)C(=O)CSCc2ccc(C)cc2)c(=O)[nH]c1=O,i,i,i,i,i,i,i,i,i,31,0.0
CC1(C)CC(NC(=O)c2sc3cc(Cl)ccc3c2Cl)CC(C)(C)N1,i,i,i,i,i,i,i,i,i,8,-0.4
NC(=O)CC(NC(=O)c1cccc(Br)c1)c1ccc(N2CCC(Br)CC2)c([N+](=O)[O-])c1 (stereo not given),i,i,i,i,i,i,i,i,i,17,1.8
CCOC(=O)c1sc(=NC(=O)c2ccc(C)cc2)n(C)c1C,i,i,i,i,i,i,i,i,i,8,5.2
Cc1nc2cc(F)ccc2n1C1CCN(C(=O)c2c(F)cccc2F)CC1,i,i,i,i,i,i,i,i,i,22,-0.3
CC12CN3CC(C)(CN(C1)C3c1ccc([N+](=O)[O-])o1)C2=O (stereo not given),i,i,i,i,i,i,i,i,i,10,-0.2
COc1ccc(S(=O)(=O)N2CCOCC2)cc1NC(=O)Cn1nnc2ccccc2c1=O,·,i,i,i,i,i,i,i,i,12,-1.1
O=c1[nH]c2cc3c(cc2cc1CN(Cc1ccccc1)Cc1nnnn1Cc1ccco1)OCCO3,i,i,i,i,·,·,·,i,i,20,0.2
O=C(NCCc1ccccc1)C(=O)N/N=C/c1ccc2c(c1)OCO2,i,i,i,i,i,i,i,i,i,3,3.0
CC(=O)Nc1ccc(-c2cc(-c3ccccc3)nc(-c3ccccc3)n2)cc1,i,i,i,i,i,i,i,i,i,10,-0.4
CSc1nc(O)c(C2OC(=O)c3ccccc32)c(=O)[nH]1 (stereo not given),i,i,i,i,i,i,i,i,i,10,1.1
CS(=O)(=O)N1CCCC(C(=O)N2CCOCC2)C1 (stereo not given),i,i,i,i,i,i,i,i,i,20,0.4
CC(=O)Nc1ccccc1N(CC(O)Cn1c2ccccc2c2ccccc21)S(=O)(=O)c1ccc(C)cc1 (stereo not given),i,i,i,i,i,i,i,i,i,30,0.2
Cc1ccc2nc(C)c(C(=O)O)cc2c1,i,i,i,i,i,i,i,i,i,-1,-0.5
COc1ccccc1NC(=O)Nc1ccnn1C1CCCCC1,i,i,i,i,i,i,i,i,i,205,0.2
COc1cc(/C=N/N2CCN(c3ccc(Cl)cc3)CC2)cc(OC)c1OC(C)=O,i,i,i,i,i,i,i,i,i,6,-21
O=C(CC1(O)C(=O)Nc2ccccc21)c1ccc(-n2cnnn2)cc1 (stereo not given),i,i,i,i,i,i,i,i,i,15,1.4
COc1ccccc1N1CCN(S(=O)(=O)c2ccc3c(c2)NC(=O)C(C)C(=O)N3)CC1 (stereo not given),i,i,i,i,i,i,i,i,i,19,0.1
COc1ccc(NCc2cc3cc(OC)ccc3[nH]c2=O)cc1,i,i,i,i,i,i,i,i,i,29,·
O=C(C1CCC1)N1CCN(S(=O)(=O)c2cccc(F)c2)CC1,i,i,i,i,i,i,i,i,i,23,0.2
Cc1oc(-c2ccccc2F)nc1CS(=O)CC(=O)NCc1ccc(F)cc1 (stereo not given),i,i,i,i,i,i,i,i,i,18,-0.2
COc1ccc(-c2csc(NC(=S)NC(=O)c3ccccc3)n2)cc1Br,i,i,i,i,i,i,i,i,i,23,0.2
COc1ccc(Cl)cc1NC(=O)CC(C)c1ccccc1 (stereo not given),i,i,i,i,i,i,i,i,i,-6,0.0
Cc1sc(NC(=O)C2=COCCO2)nc1-c1ccc(Cl)cc1,i,i,i,i,i,i,i,i,i,4,1.7
